# LDHA inh: inhibitors of human lactate dehydrogenase A. P00338. purified LDHA, NADH/diaphorase-resazurin fluorescence; hits give low values. activity change, % (values are at about 110 or 230 µM). 480,000 compounds, 0.15% hits. AID 1347041; in the data active means activity change below about -30%;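 further: plate controls were DMSO wells for no effect and wells without enzyme for full effect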
#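 Human LDH5 (2 nM) was incubated with 0.06 mM NADH and 0.2 mM pyruvate for 5 min at room temperature in Tris pH 7.4. Remaining NADH was coupled through diaphorase/resazurin, and resorufin fluorescence was read at 0 and 20 min.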
# Vif-A3F inh: inhibitors of Vif-A3F interaction; AID 602313; HeLa A3F-eYFP + Vif (tagged APOBEC3F with the HIV-1 protein that degrades it), YFP fluorescence increase; 390,000 compounds, 0.2% hits; Potency, µM (top dose mostly 46.1 µM), without a hit: at the top dose activity, negative = active; further: potency means the concentration at half of the fitted maximal effect; % of control where 0% means no effect; nearly all actives have a fitted effect of over 65% in size
#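 Fluorescence increase (Ex 488/Em 500-530) after overnight compound treatment at 37 deg C flags inhibition of Vif-driven A3F-eYFP loss in stable HeLa A3F-eYFP/Vif cells seeded overnight beforehand.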
# D1 PAM: human D1 dopamine receptor positive modulation | P21728 | potentiation, % at 10 µM | AID 504651 | 360,000 compounds, 0.036% hits | HEK293 TREx D1 cells, calcium flux, dopamine EC20 potentiation; in the data active means potentiation above about 30%; further: 0% is about no effect
# Target sequence (P21728 whole entry, looked up): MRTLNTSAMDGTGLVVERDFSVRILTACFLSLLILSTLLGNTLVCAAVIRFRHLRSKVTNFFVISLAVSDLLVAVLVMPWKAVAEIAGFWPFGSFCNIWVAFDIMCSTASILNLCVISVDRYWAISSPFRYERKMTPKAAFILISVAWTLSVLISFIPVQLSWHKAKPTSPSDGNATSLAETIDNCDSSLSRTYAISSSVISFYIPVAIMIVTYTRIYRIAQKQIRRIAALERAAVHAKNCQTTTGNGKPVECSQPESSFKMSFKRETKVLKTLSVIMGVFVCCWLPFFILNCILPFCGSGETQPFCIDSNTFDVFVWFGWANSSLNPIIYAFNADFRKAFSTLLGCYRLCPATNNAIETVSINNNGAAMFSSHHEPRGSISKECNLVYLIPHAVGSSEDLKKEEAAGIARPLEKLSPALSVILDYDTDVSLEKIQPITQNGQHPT
# D1 antagonist: antagonists of human D1 dopamine receptor; P21728; HEK293 TREx D1 cells, calcium flux, dopamine EC80; hits give low values; activity change, negative = inhibition, % at 10 µM; 360,000 compounds, 3.2% hits; AID 504652; in the data active means activity change below about -30%; further: on the % scale 0 is the no-effect control and ±100 the full control effect
#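 Cells carrying a force-coupled, tetracycline-inducible human D1 receptor report calcium flux. Each well gets a 10 s baseline, compound with 180 s monitoring, then an EC80 dopamine stimulus with a second 180 s kinetic read.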
# GRP78 ERSR act: inducers of ER stress response in human glioma cells; U87-MG GRP78 promoter luciferase reporter, 16 h; Potency, µM, without a hit: at the top dose activation, most hits filed as activators; 420,000 compounds, 0.02% hits; AID 602332; further: potency means the concentration at half of the fitted maximal effect; series mostly up to about 76 µM; % of control where 0% means no effect; nearly all actives have a fitted effect of over 35% in size
#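 Stably transfected U87-MG glioma cells carrying a GRP78-based luciferase sensor; 16 h compound incubation. Luminescence end-point read 10 min after Bright-Glo addition at room temperature.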
# D2 PAM: D2 dopamine receptor (human) potentiation; P14416; HEK293 T-REx D2, calcium flux, EC20 dopamine potentiation; potentiation, % at 10 µM; 340,000 compounds, 0.34% hits; AID 485347;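 active means potentiation over 3 SD above the plate norm, cut at about 30% in these data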; further: 0% is about no effect
#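 Potentiation of an EC20 dopamine calcium response is measured in a force-coupled, tetracycline-inducible Hek293 Trex D2 line. Compound-only kinetic reads over 180 s flag agonists before dopamine addition.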
# RXFP1 ag: RXFP1 (human) receptor agonism. Q9HBX9. HEK293T-RXFP1 cAMP TR-FRET, 30 min; response scale: percent of porcine relaxin response, buffer zero. Potency, µM (series often up to 57.5 µM), for the others: at the top dose activation, hits mostly activators. 370,000 compounds, 0.3% hits; further: potency means the concentration at half of the fitted maximal effect; on the % scale 0 is the no-effect control and ±100 the full control effect; nearly all actives have a fitted effect of over 60% in size; many of its hits are not listed in these tables
#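 HEK293T cells stably expressing RXFP1 were pretreated with the PDE4 inhibitor Ro 20174, exposed to compounds for 30 min at 37C, lysed, and cAMP was read by TR-FRET. Data normalized to buffer (basal) and 29 nM porcine relaxin (100%).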
# Vif-APOBEC3G blk: blocks the Vif interaction with human APOBEC3G | Potency, µM (top dose mostly 46.1 µM), for the others: at the top dose activity, negative = active, hits mostly inhibitors | AID 602310 | HeLa A3G-eYFP + Vif (tagged APOBEC3G with the HIV-1 protein that degrades it), YFP fluorescence, overnight | Q9HC16 | 410,000 compounds, 0.076% hits;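 further: potency means the concentration at half of the fitted maximal effect; on the % scale 0 is the no-effect control and ±100 the full control effect; nearly all actives have a fitted effect of over 60% in size; hits raise eYFP signal because A3G escapes Vif-driven loss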
# Target sequence (Q9HC16 whole entry, looked up): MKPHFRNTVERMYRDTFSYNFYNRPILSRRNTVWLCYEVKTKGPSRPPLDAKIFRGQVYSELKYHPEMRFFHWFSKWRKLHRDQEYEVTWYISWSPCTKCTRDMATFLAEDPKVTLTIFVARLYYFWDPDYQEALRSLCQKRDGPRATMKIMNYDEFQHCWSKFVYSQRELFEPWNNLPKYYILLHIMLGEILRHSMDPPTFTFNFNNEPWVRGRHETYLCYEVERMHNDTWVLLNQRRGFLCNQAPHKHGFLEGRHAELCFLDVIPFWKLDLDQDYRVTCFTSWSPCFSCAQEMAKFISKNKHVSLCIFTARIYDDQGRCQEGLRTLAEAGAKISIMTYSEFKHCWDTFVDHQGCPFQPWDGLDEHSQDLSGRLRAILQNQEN
#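 HeLa cells stably expressing Vif and C-terminally eYFP-tagged A3G, seeded overnight at 37 deg C, then exposed to compound by pintool overnight at 37 deg C. Rise in yellow fluorescence (Ex 488/Em 500-530, Acumen) marks blocked Vif-driven A3G degradation.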
# D1 ag: activates the human D1 dopamine receptor; AID 504660; HEK293 T-REx D1 cells, calcium flux, agonist mode; P21728; 360,000 compounds, 1% hits; activation, % at 2 µM; in the data active means activation above about 30%; further: 0% is about no effect
#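 Agonism was scored from calcium flux recorded over 180 s (1 read/s) after pintool compound addition, following a 10-cycle baseline. Cells were inducible force-coupled HEK293 TREx D1, plated overnight at 30 C and loaded with no-wash calcium dye.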
# * = called active by the depositor; x = not tested or not shown. Unless noted, the call rests on the fitted dose curve; in most records, active means well fitted curve in the direction sought with a large enough effect; inconclusive means small, poorly fitted or top-dose-only effect, or another doubt; inactive means no such curve, though single readings can be large; an effect the other way counts as inactive or inconclusive. Not all compounds are listed, so the mix of outcomes need not match the whole.
1	CC(=O)c1cc(-c2ccccc2)n(CC(=O)N2CCCCC2)c1C
2	CCOC(=O)c1[nH]cnc1C(=O)Nc1cccc(N)n1
3	COc1cccc(CC(=O)Nc2ccc(S(=O)(=O)N3CCCCC3)cc2)c1
4	Cc1ccc(-n2nc3c(c2NC(=O)c2ccc4c(c2)OCO4)CSC3)c(C)c1
5	CCCCCCn1c(NCC)nc2c1c(=O)[nH]c(=O)n2C
6	CC(C)(C)OC(=O)N1CCC(c2c(C(=O)N3CCC(c4ccccc4)C3)cnn2-c2ccc(Cl)cc2)CC1 (stereo not given)
7	O=C(O)c1ccccc1C=NN=C1c2ccccc2-c2ccccc21
8	Cn1nnnc1SCC(=O)Nc1sccc1C(N)=O

assay / compound	1	2	3	4	5	6	7	8
LDHA inh	-6	2	-8	-13	-10	1	-6	-14
Vif-A3F inh	-5%	2%	-7%	3%	-2%	-4%	11%	-2%
D1 PAM	-7	4	x	-8	9	-2	x	x
D1 antagonist	-14	2	x	2	-2	11	x	x
GRP78 ERSR act	-6%	-1%	-4%	-2%	0%	-1%	7%	-4%
D2 PAM	18	-9	x	-4	-13	-4	x	x
RXFP1 ag	0.8%	11%	x	0.2%	0.8%	2.4%	x	x
Vif-APOBEC3G blk	-1%	-2%	-3%	4%	-4%	-3%	1%	1%
D1 ag	-1	3	x	2	1	3	x	x

9	O=S(=O)(c1ccc2ccccc2c1)N1CCN(C(=S)Nc2ccc(F)c(Cl)c2)CC1
10	CCOC(=O)c1[nH]c(=O)c2ccccc2c1O
11	Cc1ccc(NC(=O)Cn2c(=O)ccc3cc(S(=O)(=O)N4CCCC4)ccc32)cc1C
12	CCCCNc1c(-c2ccc(-c3cccc(Cl)c3)cc2)nc2ccc(Cl)cn12
13	Nc1ccc2c(c1)C(=O)C(=O)c1ccccc1-2
14	Cc1cc(C)n(CC(=O)N2CCc3ccccc32)c(=O)c1C#N
15	CCCCN1C(=O)C(O)(c2ccccc2)c2cc(Br)ccc21 (stereo not given)
16	COc1ccc(CN(C(=O)c2cccs2)c2ccccc2)cc1

assay / compound	9	10	11	12	13	14	15	16
LDHA inh	-8	13	0	-11	32	-11	-15	-1
Vif-A3F inh	2%	4%	3%	2%	0%	-6%	-16%	12%
D1 PAM	-5	6	5	x	14	3	-2	-7
D1 antagonist	-12	55	-2	x	-7	-15	0	-15
GRP78 ERSR act	-2%	-1%	-3%	0%	-15%	-3%	-3%	-1%
D2 PAM	-8	15	13	x	10	1	7	4
RXFP1 ag	4.2%	0.4%	-0.1%	x	1.8%	-1.4%	-1.1%	0.7%
Vif-APOBEC3G blk	-15%	0%	-7%	1%	-17%	2%	-7%	-1%
D1 ag	8	1	0	x	2	2	0	0

17	O=C1CCN(S(=O)(=O)c2ccc(Cl)cc2)CC1
18	CC(C)Oc1ccc(S(=O)(=O)N2CCOCC2)cc1NC(=O)CN1C(=O)NC2(CCCC2)C1=O
19	COc1ccc(C)cc1NC1(c2ccccc2)C(=O)c2ccccc2C1=O
20	CCOc1ccc(-c2nnc(N)o2)cc1
21	O=C(NC1CCN(C(=O)NC2CCCCC2)CC1)c1ccco1
22	COc1ccc(-c2sc(Nc3ccccc3)n[n+]2-c2ccccc2)cc1Br
23	CCCN(Cc1ccccc1)S(=O)(=O)c1ccc(N2C(=O)CCC2=O)cc1
24	CN(C)S(=O)(=O)c1cccc(NC(=O)c2ccc(OC(F)(F)F)cc2)c1

assay / compound	17	18	19	20	21	22	23	24
LDHA inh	-1	-4	0	-4	-4	1	0	-15
Vif-A3F inh	3%	-17%	0%	-18%	3%	-2%	-8%	-5%
D1 PAM	-3	0	-3	-7	-1	0	-5	2
D1 antagonist	2	4	-28	-2	1	-31*	-8	-19
GRP78 ERSR act	-4%	-4%	-2%	0%	-5%	-4%	-1%	2%
D2 PAM	12	-2	-1	8	1	-5	8	-24
RXFP1 ag	9.8%	-0.9%	1.5%	1.9%	0.9%	2.1%	1.8%	-0.7%
Vif-APOBEC3G blk	-12%	0%	1%	2%	-1%	-2%	1%	0%
D1 ag	4	2	1	0	3	4	6	16

25	O=C(Nc1ccccc1C(=O)N1CCCCCC1)c1ccccc1Cl
26	CC(C)c1csc(CN2CCN(Cc3ccc(F)cc3)C(CCO)C2)n1 (stereo not given)
27	CN(C)S(=O)(=O)c1cccc(C(=O)Nc2ccc3c(c2)CCC3)c1
28	CC(=O)Nc1ccc(C(=O)CSc2nc3ccccc3n2CC(=O)N2CCCC2)cc1
29	COC(=O)c1cccc(CN2C(=O)SC(Nc3ccc(Br)cc3)C2=O)c1 (stereo not given)
30	O=C(Oc1ccc(F)cc1)c1cccnc1
31	CC(=O)c1cccc(NC(=O)COc2ccc3oc(=O)cc(C)c3c2)c1
32	Cc1cccc(CNC(=O)Cn2ccc3cc(S(=O)(=O)N4CCC(C)CC4)ccc32)c1

assay / compound	25	26	27	28	29	30	31	32
LDHA inh	-8	-2	-5	0	-1	1	-2	1
Vif-A3F inh	-10%	3%	-1%	-1%	-2%	0%	-1%	1%
D1 PAM	-1	-3	2	-7	-2	-2	1	-1
D1 antagonist	3	-18	1	5	-12	-11	1	2
GRP78 ERSR act	-2%	-6%	-7%	-4%	-3%	2%	-2%	-5%
D2 PAM	10	-7	-3	1	-1	-6	2	-2
RXFP1 ag	-1.1%	-0.1%	-0.9%	-1.9%	-0.6%	8.6%	3.5%	1.1%
Vif-APOBEC3G blk	-6%	-6%	5%	3%	1%	1%	0%	1%
D1 ag	0	11	0	2	-1	3	3	3

33	Cc1scc(C(=O)N/N=C/c2ccc([N+](=O)[O-])o2)c1C
34	c1ccc2c(N3CCOCC3)c3c(nc2c1)CCC3
35	CCCCOP(=O)(c1ccc(N(C)C)cc1)C(O)c1ccc(C(C)C)cc1 (stereo not given)
36	Cc1cc(NC(=O)CC23CC4CC(C2)CC(CC(=O)Nc2cc(C)on2)(C4)C3)no1
37	COC(=O)c1cc(CNC(=O)c2ccccc2Cl)ccc1OC
38	O=c1c2ccccc2nc(/C=C/c2cccc3ccccc23)n1-c1ccc(F)cc1F
39	Cc1cc(C)cc(-n2nnc(C(=O)NCc3ccc4c(c3)OCO4)c2N)c1
40	CN(C(=O)c1cccc(NC(=O)Cc2ccc(NC(=O)C3CCCN(C(=O)C4CCC4)C3)cc2)c1)C1CCCCC1 (stereo not given)

assay / compound	33	34	35	36	37	38	39	40
LDHA inh	x	-4	3	0	-11	-5	5	5
Vif-A3F inh	x	0%	8%	-13%	-4%	12%	5%	9%
D1 PAM	-2	-3	2	-5	1	-2	1	x
D1 antagonist	8	-13	-6	1	-30*	4	6	x
GRP78 ERSR act	x	-4%	-2%	-3%	-2%	1%	-3%	2%
D2 PAM	x	8	7	7	15	-6	0	x
RXFP1 ag	1.9%	0.1%	-0.7%	-0.5%	1.6%	-1.8%	0.1%	x
Vif-APOBEC3G blk	x	-3%	1%	-3%	0%	3%	-9%	4%
D1 ag	5	0	2	1	3	1	4	x

41	Cc1ccc(NC(=O)CN(C)C(=O)c2ccc(NC(=O)CC3SC(N4CCCC4)=NC3=O)cc2)cc1 (stereo not given)
42	COc1ccc(CNC(=O)C2CC(c3ccc(F)cc3)=NO2)cc1 (stereo not given)
43	Cc1nn(Cc2ccccc2)c(C)c1NC(=O)c1cccs1
44	O=C(NNC(=S)Nc1cccc(Cl)c1)c1ccccc1OC(F)F
45	O=C(NCc1ccc2c(c1)OCO2)C1CC(=O)N(C2CCCC2)C1 (stereo not given)
46	O=C(c1ccc(S(=O)(=O)Nc2ccccc2F)cc1)N1CCCC1
47	Cc1cc(C)n2nc(CNC(=O)c3cccc(Cl)c3)nc2n1
48	CCOC(=O)N1CCN(C(=O)c2c(-c3ccccc3Cl)noc2C)CC1

assay / compound	41	42	43	44	45	46	47	48
LDHA inh	-6	2	-1	1	-2	-2	-2	-8
Vif-A3F inh	3%	-2%	-10%	-1%	2%	5%	2%	-8%
D1 PAM	-1	-3	-3	-10	-3	-5	-3	-7
D1 antagonist	3	-14	8	-5	-3	-29	2	-21
GRP78 ERSR act	1%	-2%	-2%	-2%	-2%	-4%	-3%	0%
D2 PAM	-1	2	8	10	-5	-11	8	x
RXFP1 ag	-0.6%	2.3%	1.0%	1.9%	2.5%	13%	9.9%	-0.2%
Vif-APOBEC3G blk	0%	4%	-3%	-8%	-1%	-3%	-2%	-2%
D1 ag	1	4	0	9	3	3	0	0

# Looked up by compound from the list above:
43	Cc1nn(Cc2ccccc2)c(C)c1NC(=O)c1cccs1
47	Cc1cc(C)n2nc(CNC(=O)c3cccc(Cl)c3)nc2n1
41	Cc1ccc(NC(=O)CN(C)C(=O)c2ccc(NC(=O)CC3SC(N4CCCC4)=NC3=O)cc2)cc1 (stereo not given)
46	O=C(c1ccc(S(=O)(=O)Nc2ccccc2F)cc1)N1CCCC1

assay / compound	43	47	41	46
LDHA inh	-1	-2	-6	-2
Vif-A3F inh	-10%	2%	3%	5%
D1 PAM	-3	-3	-1	-5
D1 antagonist	8	2	3	-29
GRP78 ERSR act	-2%	-3%	1%	-4%
D2 PAM	8	8	-1	-11
RXFP1 ag	1.0%	9.9%	-0.6%	13%
Vif-APOBEC3G blk	-3%	-2%	0%	-3%
D1 ag	0	0	1	3

# Continuation.
49	COCCNC(=O)c1ccc(NC(C)=O)cc1
50	O=C(CC12CC3CC(CC(C3)C1)C2)Nc1nncs1
51	O=C(c1ccc(Cl)c(Cl)c1)N1CCC(O)(CN2CCOCC2)CC1
52	CN(c1cccc(NS(=O)(=O)c2cccs2)c1)S(C)(=O)=O

assay / compound	49	50	51	52
LDHA inh	-5	-10	-3	-8
Vif-A3F inh	-5%	-6%	-1%	-9%
D1 PAM	-2	3	-2	-7
D1 antagonist	x	2	10	6
GRP78 ERSR act	-6%	-6%	-3%	-3%
D2 PAM	-9	-4	-4	30*
RXFP1 ag	-3.5%	0.6%	1.0%	0.8%
Vif-APOBEC3G blk	0%	-9%	1%	-1%
D1 ag	-1	7	-1	4

# High-throughput results (PubChem)
